Pf apPOL inh – Pf-apPOL inhibitors, biochemical, fluorescence | Plasmodium falciparum apicoplast DNA polymerase (apPOL) | Recombinant Pf-apPOL, molecular beacon fluorescence, 1.5 h | inhibition, % at 10 µM | actives 0.25% (n = 210,000) | AID 1794808, 2022
mHTT-CaM PPI inh – mutant huntingtin-calmodulin interaction inhibitors – biochemical, AlphaScreen, primary screen | AID 1671202, 2021 | actives 3.6% (n = 190,000) | inhibition, % at 15 µM | AlphaScreen His-mHTT/GST-CaM binding, luminescence | P42858;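 note: 0% = both proteins with DMSO and 100% = one protein alone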
The depositor's hits bear a star; x = no result given; & = joins results of further samples. Cut-off read from the data, not from the text of the source: active = inhibition above about 50%; inactive = the rest.

SMILES	Pf apPOL inh	mHTT-CaM PPI inh
Cc1ccc(-c2noc(C3CCCN3C(=O)c3cncc(Br)c3)n2)cc1 (stereo not drawn)	0	0
O=C(Cc1c(C(=O)O)[nH]c2ccc(Cl)cc12)Nc1ccccc1F	-3	3
COc1ccc(CNC(=O)C2CCN(c3nnc(-c4ccccc4)o3)CC2)cc1	-10	1
N#Cc1c(Nc2ccccc2C(F)(F)F)s[nH]c1=O	-2&-8	x
CC(C)Oc1ccc(-c2noc(-c3ncn4c3COC(c3ccc(F)cc3)C4)n2)cc1 (stereo not drawn)	-2	3
Cc1noc(C)c1C1CCCN1Cc1ccccc1Br (stereo not drawn)	4	-43
COc1cccc(C2C=C(c3ccc(C)cc3)Nc3nnnn32)c1 (stereo not drawn)	-4	-2
CC(C)CCNC(=O)C1(C)CCC(=O)N1Cc1cccc(F)c1 (stereo not drawn)	-1	-7
O=C(O)C1CCN(C(=O)c2ccc(F)cc2)CC1	-4	-2
Cn1c(=O)c(N2CCN(C(=O)C3CCCC3)CC2)nc2ccncc21	1	2
O=C(c1ccco1)N1CCN(Cc2ccc([N+](=O)[O-])cc2)CC1	-2	-3
O=C1CC(CSc2nccc(-c3cccnc3)n2)=NN1c1ccc(Cl)cc1	-5	x
O=C(NCC1CCCO1)c1cc2n(n1)C(C(F)(F)F)CC(c1ccc(Cl)c(Cl)c1)N2 (stereo not drawn)	-8	54*
COc1ccccc1N1CCN(C2CCN(Cc3ccccc3[N+](=O)[O-])CC2)CC1	-3	1
O=C(N1CCOCC1)C1(c2ccccc2)CCCC1	-1	-7
Cc1noc(C)c1C(=O)n1cc2c(n1)-c1cc(F)ccc1SC2	2	x
O=C(Nc1c2c(nn1-c1ccc(F)cc1)CS(=O)(=O)C2)c1cc([N+](=O)[O-])ccc1Cl	0	1
O=C(Cn1cc(-c2ccccc2)oc1=O)N1CCOCC1	3	-12
O=C1NC2(CCN(Cc3ccc(Cl)cc3)CC2)N=C1c1ccccc1	-3	55*
Cc1ccc(C(=O)N2CCc3sc(C(=O)NCc4cc(F)cc(F)c4)cc3C2)cc1	-3	-1
C=CCc1cc(C)ccc1OCCn1cnc2ccccc2c1=O	4	-8
COc1ccc(CNC(=O)C2(C)Oc3cccnc3NC2=O)c(OC)c1 (stereo not drawn)	-4	-2
COc1cc(-c2cc(=O)oc(-c3ccc(Cl)cc3Cl)n2)cc(OC)c1OC	1	-2
Cc1ccc(C2=N/C(=C\c3cccc(F)c3)C(=O)O2)cc1C	0	5
NS(=O)(=O)c1ccc(NC(NC(=O)c2cccs2)C(Cl)(Cl)Cl)cc1 (stereo not drawn)	-2	4
CCC(C(=O)NCCO)c1ccccc1 (stereo not drawn)	2	-2
Cc1ccc(-n2[nH]c(C)c(C=Nc3c(C)cccc3C)c2=O)cc1C	-12	4
COc1ccc(CN2CCN(Cc3cccc([N+](=O)[O-])c3)CC2)c(OC)c1OC	-2	-3
Cn1c(/C(C#N)=C/c2ccccc2Br)nc2ccccc21	-2	-11
O=C(CN1C(=O)c2ccccc2S1(=O)=O)c1ccc2c(c1)OCCCO2	-25	x
COc1ccc(C2C(C(=O)NC(C)C)c3ccccc3C(=O)N2Cc2ccc(F)cc2)cc1 (stereo not drawn)	-5	9
CSc1ccc(C=C2C(=O)OC3(CCCCC3)OC2=O)cc1	-1	24
CC(C)Sc1nc2c(c(=O)n1-c1ccc(F)cc1)SCC2	2	-3
COc1ccc(NC(=O)c2oc3ccc(S(=O)(=O)N(C)C4CCCCC4)cc3c2C)cc1	-15	-5
CCCCN(C)C(=O)C1CCN(c2cncnc2N2CCCCC2)CC1	1	2
O=[N+]([O-])c1cccnc1Oc1ccc(F)cc1	-4&-4	x
Cc1ccc(NS(=O)(=O)c2cc(Br)cc3c2N(C(=O)C2CC2)CC3)cc1Cl	-1	18
COC(=O)c1sccc1NC(=O)N1CCCC1c1cccc(F)c1 (stereo not drawn)	-2	-4
CS(=O)(=O)N(CC(=O)N1CCOCC1)c1ccc(Cl)c(Cl)c1	4	-3
Cc1c(N=CN(C(=O)C2CCCCC2)c2cccc([N+](=O)[O-])c2C)cccc1[N+](=O)[O-]	-13	x
Cc1ccsc1CNC(=O)CCC(=O)O	-4	x
COc1ccc(Cl)cc1C(=O)Nc1c2c(nn1-c1ccc(F)cc1)CS(=O)(=O)C2	-5	-3
C=CCOC(=O)C1=C(C)NC(SC)=C(C#N)C1c1ccccc1OC (stereo not drawn)	0	-15
FC(F)(F)c1cccc(NN=Cc2ccc(-c3cc(C(F)(F)F)cc(C(F)(F)F)c3)o2)c1	-8	x
O=C(CCS(=O)(=O)c1ccccc1)N1CCC(c2nnc(-c3ccc(F)cc3)o2)CC1	-6	-3
Cc1cc(C)c(S(=O)(=O)N2CCC(C(=O)O)CC2)c(C)c1	-6	2
CCC(=O)Nc1c2c(nn1C(C)(C)C)CS(=O)(=O)C2	1	1
COc1ccc(OC)c(CNC(=O)C2CCCN(c3nnc4ccc(Cl)cn34)C2)c1 (stereo not drawn)	-7	38
CC1C(=O)CC(c2ccccc2)NC1c1ccccc1 (stereo not drawn)	-2	-14
CCC(=O)Nc1cccc(-c2nc3ncccc3o2)c1C	3	3
CN1CCN(CCOc2ccccc2)CC1	-20	1
CCCc1[nH]nc2c1C1(CCOC1C)C(C#N)=C(N)O2 (stereo not drawn)	x	-5
Cc1ccc(N2C(=O)CSC23CCC(C(C)(C)C)CC3)cc1 (stereo not drawn)	10	-1
COc1cc(-c2cc(C(=O)O)c3cc(Br)ccc3n2)cc(OC)c1OC	-10	8
Cc1nnc(NS(=O)(=O)Cc2ccccc2)s1	56*	1
Cc1ccccc1OCc1nc(C#N)c(N2CCCCC2)o1	5	22
NC(=O)c1c(NC(=O)c2cc(-c3ccc4c(c3)OCO4)on2)sc2c1CCCC2	9	2
O=C(NC1CCCc2ccccc21)C(C1CCCC1)N1CCN(C(=O)C2CC2)CC1 (stereo not drawn)	-1	26
COc1cccc(C(=O)N2CCC3(C2)C(=O)N(C)c2ccccc23)c1OC (stereo not drawn)	-7	19
CCSC1=C(C#N)C(c2ccc3c(c2)OCO3)CC(=O)N1 (stereo not drawn)	-3	-5

One compound at a time, from the list above:
COc1ccc(NC(=O)c2oc3ccc(S(=O)(=O)N(C)C4CCCCC4)cc3c2C)cc1 in the list: Pf apPOL inh: -15; mHTT-CaM PPI inh: -5
Cc1c(N=CN(C(=O)C2CCCCC2)c2cccc([N+](=O)[O-])c2C)cccc1[N+](=O)[O-] in the list: Pf apPOL inh: -13; mHTT-CaM PPI inh: x
Cc1ccc(-n2[nH]c(C)c(C=Nc3c(C)cccc3C)c2=O)cc1C in the list: Pf apPOL inh: -12; mHTT-CaM PPI inh: 4

Additional structures follow:
SMILES	Pf apPOL inh	mHTT-CaM PPI inh
Oc1oc(-c2ccc(Cl)cc2)nc1C=Nc1ccc(I)cc1	-17	3
CC(=Nc1ccccc1)c1cccs1	3	x
C=CCn1c(C)c2cc(Cl)c(Cl)cc2[n+]1C	-2	-7
O=C(O)c1ccc(N=Cc2nc(-c3ccc([N+](=O)[O-])cc3)oc2O)cc1	-32	6
Cn1c(-c2ccc(Cl)cc2Cl)n[nH]c1=S	1	-6
COc1ccc(NC(=O)Nc2ccc(CC(=O)N3CCC(O)CC3)cc2)c(OC)c1	-4	2
Cc1cc(C)nc(N=C(N)Nc2cc(Cl)ccc2Oc2ccccc2)n1	-8	2
COc1ccc(CC(=O)N2CCCC2c2ccccc2Cl)cc1OC (stereo not drawn)	1	7
Cc1cccc(NS(=O)(=O)c2cc3c(s2)CCN(C(=O)C2CCC2)C3)c1C	0	10
Cc1ccccc1NC(=O)c1csc(-c2ccc(N3CCCCC3)nc2)n1	0	-6
COc1ccc(CNC(=O)CN(c2cc(C(F)(F)F)ccc2Cl)S(C)(=O)=O)cc1	-7	-4
O=[N+]([O-])c1ccccc1CNC12CC3CC(CC(C3)C1)C2	-4	3
CCCCSCCCNC(=O)CN1C(=O)/C(=C/c2ccccc2C)Sc2ccccc21	-15	2
Cc1ccccc1NCN1C(=O)S/C(=C\c2cccc(Cl)c2)C1=O	-3	20
CSc1nc2sc3c(c2c(=O)n1C)CCCC3	0	-3
S=C1C=C(N2CCCCC2)CC(c2ccc(Cl)cc2)S1 (stereo not drawn)	-2	x
O=C1CN(C(=O)c2ccccc2)C(=O)CN1C(=O)c1ccccc1	-8	-1
Cc1nc(-c2cn[nH]c2N)n[nH]1	x	-4
COc1cc(NC(=O)Cn2cnc([N+](=O)[O-])n2)cc([N+](=O)[O-])c1	2	3
Cc1cc2c(c(=O)o1)C(c1ccc(Cl)cc1)C(C#N)=C(N)O2 (stereo not drawn)	6	5
Cc1cccc(NC(=O)CN2C(=O)C(c3ccccc3)=NC23CCC(C)CC3)c1 (stereo not drawn)	-1	30
Cc1ccn2cc(C(=O)NCCN3CCCC3)nc2c1	-5	-9
Cc1oc(CSCCSCc2cc(C(=O)O)c(C)o2)cc1C(=O)O	x	-6
COCCN1CCn2c(nc3cc(Cl)ccc32)C1	-4	0
O=C(O)C1C2C=CC(O2)C1C(=O)Nc1ccc2c(c1)OCO2 (stereo not drawn)	-4	11
Cc1ccc(N2CC(C(=O)N3CCOCC3)CC2=O)cc1 (stereo not drawn)	-6	1
O=S(=O)(NCc1ccc(Cl)c(Cl)c1)c1ccc(F)cc1	-1	-28
CCCCC1CCC(C(=O)Nc2nc(C)ns2)CC1 (stereo not drawn)	-2	-6
COc1ccc(OCCCOc2cccc(OC)c2)cc1	-3	-77
COc1ccc(-n2nc(C(=O)N3CCC(C(N)=O)CC3)c3ccccc3c2=O)c(OC)c1	5	-9
CN1OCC(S(=O)(=O)NCC2CC2)C1c1ccnc2ccccc12 (stereo not drawn)	-3	1
COc1ccc(C(=O)N2CCCC2)cc1S(=O)(=O)N1CCC(C)CC1	-3	0
COc1ccc(N2C(=O)CC(N3CCN(C/C=C/c4ccccc4)CC3)C2=O)cc1 (stereo not drawn)	-6	14
O=C(NCCNC(=O)c1ccc2c(c1)OCO2)c1ccc2c(c1)OCO2	-3	0
O=C(Cn1nnc2ccccc21)c1ccc(Br)cc1	0	-5
O=C(O)C1CCN(c2nc(-c3ccc(Br)cc3)cs2)CC1	-9	10
CC(C)(C)NC(=O)CCS(=O)(=O)c1cc(Br)cc2c1N(C(=O)C1CC1)CC2	-6	-8
CC(C)(C)n1nc2c(c1NC(=O)c1cc(Br)ccc1Cl)CSC2	1	20
COc1ccc(-c2cc(C(F)(F)F)n3ncc(C(=O)NCCCn4ccnc4)c3n2)cc1OC	0	21
CC(C)OC(=O)COc1ccc2c(c1)OC(=Cc1cc(Br)cc3c1OCOC3)C2=O	-14	10
Cc1ccnc(N2CCC(C(=O)Nc3cc(Cl)ccc3C)CC2)n1	-1	-2
CCSc1sc(CC)cc1CO	-6	-10
O=C(Nc1nc(-c2cc3ccccc3oc2=O)cs1)c1ccc(F)cc1	-2	-1
CC1CCCCC1NC(=O)C1(S(=O)(=O)c2ccc(Cl)cc2)CC1 (stereo not drawn)	-1	-8
OC(COCC1CC2CCC1C2)CN1CCC(Cc2ccccc2)CC1 (stereo not drawn)	-4	6
O=C(C1CC1)N1CCc2sc(S(=O)(=O)Nc3ccc(F)cc3Cl)cc2C1	-7	9
Cc1ccccc1CCNC(=O)c1ccc2c(c1)nc1n2CCCCC1	-4	18
O=C(NCc1ccc(F)cc1)C1CCN(c2cc(N3CCOCC3)ncn2)CC1	-5	-9
CCC(=O)Nc1cccn2nc(C3CCC3)nc12	-1	-4
CCC(=O)N1CCN(c2nc3c(s2)CC(C(=O)NCc2cccc(F)c2)CC3)CC1 (stereo not drawn)	3	24
Cc1noc(C2CN(C(=O)c3ccc(F)c(F)c3)CC23CCOCC3)n1 (stereo not drawn)	-5	-13
O=C(NCCC1=CCCCC1)c1c[nH]c2ncccc12	3	7
CCN1C(=O)CCC2(CNS(=O)(=O)Cc3ccccc3)CCCC12 (stereo not drawn)	-4	-14
COc1ccc(Nc2nccc(C3CCCN(C(=O)C4CCCCC4)C3)n2)cc1 (stereo not drawn)	-2	45
CCc1onc(C)c1C1CCCN1C(=O)c1cc(C2CCCCC2)no1 (stereo not drawn)	-1	-6
COc1ccc(S(=O)(=O)CC(=O)Nc2nnc(-c3cc(C)oc3C)o2)cc1	7	57*
Cc1ccc(NC(=O)c2ccco2)nc1	-16	-4
CCc1ccc(C(=O)Nc2ncc(C)cc2Br)cc1	-3	x
O=C(c1cccc(OCC2CCCN(C(=O)c3c(F)cccc3F)C2)c1)N1CCCC1 (stereo not drawn)	-5	-5
COc1ccc(-n2nc3c(c2NC(=O)COc2ccccc2)CSC3)cc1	-7	9

(cont.)
SMILES	Pf apPOL inh	mHTT-CaM PPI inh
Cc1cccc2c3c([nH]c12)CCC(NC(=O)CC(C)C)C3 (stereo not drawn)	-4	47
Cc1ccc(NC(=O)NCCC2CCN(S(=O)(=O)c3ccccc3)CC2)cc1	-3	31
CC(=O)COc1ccc2c(c1)OC(=Cc1cccc(C)c1)C2=O	0	15
COCC(C)(O)CNC(=O)COc1ccccc1OC (stereo not drawn)	-5	-18

Random excerpt: 3 compounds from above.
SMILES	Pf apPOL inh	mHTT-CaM PPI inh
Cc1cccc2c3c([nH]c12)CCC(NC(=O)CC(C)C)C3 (stereo not drawn)	-4	47
Cc1ccc(NC(=O)NCCC2CCN(S(=O)(=O)c3ccccc3)CC2)cc1	-3	31
COCC(C)(O)CNC(=O)COc1ccccc1OC (stereo not drawn)	-5	-18
